Screening results as filed in PubChem BioAssay.
AI-2 QS mod: modulates the Vibrio harveyi AI-2 quorum sensing system; activity change, % at 7.5 µM; 300,000 compounds, 0.4% hits; Vibrio harveyi JMH597 AI-2 luminescence/OD600 ratio, 9 h; stronger effect = lower value; strain lacks LuxN and CqsS sensors; 0 = neutral-control median; in the data active means activity change below about -75%, passing the limit was not always enough;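 further: luminescence divided by OD600 gain over 9 h not by final OD600 alone; inactives centre near 13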
SKKanGAS inh: blocks kanamycin growth of S. pyogenes SKKanGAS strain; BacTiter-Glo, 6 h; inhibition, % at 7.5 µM; 300,000 compounds, 1.3% hits;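 active means mean replicate score, as percent of positive control median, at least 50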;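 further: strain carries kanamycin resistance gene driven by streptokinase promoter and grows in 40 µg/ml kanamycin; loss of luminescence reflects streptokinase promoter inhibition or plain growth inhibition; 0% = median of DMSO wells and 100% = positive control at its reference dose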
HSF-1 act: increases HSF-1 driven luciferase reporter signal; 300,000 compounds, 1.7% hits; AID 504408; activation, % at 9 µM; NIH3T3-HGL HSF-1 luciferase reporter, MG132, 8 h; 100% = twice DMSO control signal;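 active means mean replicate activation of at least 50% with a set share of replicates each reaching 50%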;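 further: 0% = median of the neutral control wells and 100% = twice that signal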
KLF5 inhibitor: suppresses KLF5 promoter-driven expression. DLD-1 KLF5 promoter-luciferase reporter, luminescence. inhibition, % at 5 µM. 290,000 compounds, 0.23% hits;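 active means inhibition above a per-plate limit of that plate's mean compound inhibition plus 3 SD, cut at about 60% in these data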;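 further: 0% = DMSO wells and 100% = LY294002 at 200 µM; higher means less KLF5 promoter-driven luciferase light; inactives centre near -14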
Platelet DG rel: platelet dense granule release activity; human platelet-rich plasma, SFLLRN dense granule ATP release, luminescence; inhibition, %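 (compounds screened at 7.5 µM in platelet-rich plasma)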; 300,000 compounds, 0.22% hits; AID 1663;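 active means mean replicate score, as percent of positive control, at or above 50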
IEC-6 tox: IEC-6 cytotoxicity, counter-screen for KLF5 inhibitors. luminescence viability. inhibition, % at 5 µM. 290,000 compounds, 0.78% hits. AID 1825; in the data active means inhibition above about 22%;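 further: 0% = plate median of test compound wells and 100% = cytotoxic reference compound wells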
HSP90 refold inh: blocks HSP90-mediated luciferase refolding in reticulocyte lysate; Rabbit reticulocyte lysate, luciferase refolding luminescence, 3 h; inhibition, % at 5.6 µM; AID 1789; 290,000 compounds, 0.91% hits;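 active means inhibition above the screen-wide mean plus 3 SD, computed separately per campaign, cut at about 16% in these data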;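 further: 0% = DMSO wells and 100% = 60 µM geldanamycin wells; inhibitors lower the luminescence because luciferase stays unfolded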
HIF activator: HIF pathway transcriptional activation. 300,000 compounds, 0.32% hits. AID 1910. activation, % at 7.5 µM (by protocol). U2OS HRE-luciferase reporter, luminescence; normalized: DMSO 0%, desferrioxamine 100%;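 active means mean activation of at least 10% of the iron chelator positive control signal, with at least half of replicates also reaching 10%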
aSyn 5UTR inh: 5' untranslated region of α-synuclein, MLPCN primary screen | alpha-synuclein 5'UTR reporter, inhibitor activity | inhibition, % (tested at 7.5 µM) | 300,000 compounds, 0.82% hits; in the data active means inhibition above about 60%;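 further: H4 neuroglioblastoma cells stably carrying SNCA 5'UTR luciferase fusion; 0% = DMSO wells and 100% = positive control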
HSF1 inhib: HSF1 inhibition. NIH3T3-HGL HSE-luciferase, MG132-induced, luminescence 8 h; stronger effect = lower value. activity change, negative = inhibition, % at 7.5 µM (by protocol). 300,000 compounds, 0.77% hits;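 active means more than half of replicate wells show activity change below -50%, luminescence cut by over half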;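 further: luciferase reports HSF-1 transcriptional activity via heat shock element; 0% = median of DMSO wells and -100% = zero luminescence signal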
* = called active by the depositor; · = not tested or not shown.

SMILES	AI-2 QS mod	SKKanGAS inh	HSF-1 act	KLF5 inhibitor	Platelet DG rel	IEC-6 tox	HSP90 refold inh	HIF activator	aSyn 5UTR inh	HSF1 inhib
CCOC(=O)c1cc(-c2ccc(/C=N\n3cnnc3)o2)ccc1Cl	22	-5	-5	-2	-1	8	-1	-0.2	18	0
C=CCOc1cccc(NC(=O)c2ccccc2SC)c1	3	4	23	-54	1	-2	2	0.3	-21	2
Cc1ccsc1C(=O)Nc1ccccc1N1CCCC1	19	-6	-3	·	7	·	·	-0.6	3	10
O=C(CN1CCN(Cc2ccccc2)CC1)NCc1ccccc1Cl	12	-1	-19	-12	-13	7	0	-0.1	6	9
CCOc1ccc2nc(SC3CC(=O)N(c4cccc(OC)c4)C3=O)sc2c1 (stereo not given)	29	-6	16	-63	7	2	-2	-0.2	-59	1
COC(=O)c1cc(CNC(=O)CC(C)c2ccccc2)ccc1OC (stereo not given)	8	-1	7	-23	0	-2	-2	0.3	20	-8
CN(CCc1cn[nH]c1)Cc1nc(Cc2ccccc2)no1	5	-4	8	-30	-1	4	1	0.6	10	1
Cc1cccc(NC(=O)NCc2ccc3c(c2)cc(C)n3C)c1	0	4	2	-36	-13	2	5	-0.1	-5	1
CCCCCOc1ccc(Br)cc1CSC(=N)N	12	-3	-19	25	1	49*	4	0.0	28	-3
C=CCN1C(=O)CS/C1=C(\C#N)S(=O)(=O)c1ccc(C)cc1	15	15	12	-19	4	-2	0	-0.5	15	-1
COc1cc(NC(=O)Cn2nnc(-c3ccncc3)n2)cc(OC)c1	-35	0	-4	-26	-1	4	-1	-0.1	29	3
COc1cc(C(=O)Nc2sc3c(c2C(=O)O)CCC3)cc(OC)c1OC	24	26	-1	-5	-1	-3	-5	-0.4	8	-2
O=C(Cn1cnc2cc([N+](=O)[O-])ccc2c1=O)Nc1ccc(Br)cc1	23	3	-8	7	-6	-2	-1	0.3	9	-8
C#CCOCCOCCOCCNc1nc(N2CCN(C(=O)[C@H](Cc3ccc(O)cc3)n3cc([C@@H](N)C(C)CC)nn3)CC2)nc(N2CCN(C(=O)[C@H](Cc3cc4ccccc4[nH]3)n3cc([C@@H](N)CC(C)C)nn3)CC2)n1 (stereo not given in full)	5	1	-2	-23	1	5	14	0.2	11	2
O=c1c(C=Nc2cccc(C(F)(F)F)c2)c[nH]n1-c1cccc(Cl)n1	25	11	11	-17	5	-7	-2	0.5	-65	4
O=C(Nc1cccc([N+](=O)[O-])c1)c1cccc(C(=O)Nc2cccc([N+](=O)[O-])c2)c1	14	5	1	-9	5	-1	3	-1.3	-18	0
Cc1nc2ccccn2c1C(=O)NNC(=S)Nc1ccc(Cl)cc1	10	8	0	-29	-2	-11	-2	0.2	-24	7
CCCCc1ccc(NC(=O)CSc2nc(=O)n(CCCN3CCOCC3)c3c2CCC3)cc1	-3	-6	7	·	-3	·	·	-0.2	-9	6
COCCn1c(SCC(=O)N2CC(=O)Nc3ccccc32)nc2ccccc21	24	3	21	2	6	-7	3	-0.4	-24	6
O=[N+]([O-])c1cc2c(cc1CN1CCN(c3ccccc3F)CC1)OCO2	-2	11	10	-32	5	-6	1	-14	-39	0
O=C(O)c1cccc(-n2c(/C=C/c3cccc([N+](=O)[O-])c3)nc3ccccc3c2=O)c1	8	21	-4	-21	0	-1	-2	-2.3	-21	-2
COc1ccccc1NC(=O)COc1ccc(-c2nn(C)c(=O)c3ccccc23)cc1	18	-5	1	-2	-22	0	-1	-0.3	-3	-2
CC(=O)c1cccc(NCC(=O)c2ccc(C)c([N+](=O)[O-])c2)c1	-5	5	14	-6	1	2	10	2.8	-31	11
Cc1cc(=O)cc(C)n1-c1ccc(Br)cc1	-3	-8	3	-22	0	-4	4	-0.1	-7	-16
Cc1nnc(NC(=O)c2ccc3c(c2)C(=O)N(CC2CCCO2)C3=O)s1 (stereo not given)	19	-3	-4	-15	-5	-4	0	-0.3	5	-11
Cc1ccc(CNc2nc(N)c([N+](=O)[O-])c(Nc3ccc(F)cc3)n2)cc1	17	-2	8	3	1	3	1	0.5	20	-6
CN1CCN(CP(=O)(N2CCOCC2)N2CCOCC2)CC1	9	-4	-11	6	-1	4	-1	-0.8	-5	-11
CC(C)[C@H](NC(N)=O)C(=O)Nc1ccc(OCc2ccccc2)cc1	22	-4	-10	-15	30	2	3	-0.4	-15	-3
COc1ccc(NC(=O)CCC(=O)N/N=C/c2ccc([N+](=O)[O-])s2)cc1	-1	7	18	-19	-2	0	4	-0.3	-79	8
CC1(C)CC2(CCO1)C(Nc1ccccc1)=NC(=S)N2c1ccccc1 (stereo not given)	7	0	-6	-13	0	8	7	-0.7	1	1
CCC(Oc1ccccc1)C(=O)Nc1ccccn1 (stereo not given)	14	10	-18	2	-3	-2	4	4.1	-46	-16
Cc1ccc(S(=O)(=O)N(C)Cc2cc3ccccc3[nH]c2=O)cc1	14	5	-26	-48	1	2	4	0.7	17	-10
CC(C)C1Nc2ccc(C(=O)NC3CCCCC3)cc2NC1=O (stereo not given)	21	0	-2	6	-4	-2	-8	-0.3	-4	-6
CCOC(=O)C1=C(CC)OC(N)=C(C#N)C1c1ccc(NC(C)=O)cc1 (stereo not given)	3	4	49	-5	3	-9	-3	-0.1	-15	19
CCc1nnc(NC(=O)CC(=O)Nc2ccccc2C(=O)O)s1	2	0	17	8	0	-1	-1	-0.6	28	-3
CC(C)NC(=O)CSc1nc(-c2cccs2)cc(-c2ccccc2)c1C#N	17	-6	8	-29	-11	1	2	-0.1	-6	-10
Cc1ccc(C)c(CS(=O)(=O)c2cn(CC(=O)N3CCCCC3)c3ccccc23)c1	19	0	-9	-18	-22	-2	4	-0.9	-3	-3
COc1ccc(OC)c(S(=O)(=O)N(C)CC(=O)Nc2ccc3c(c2)OCO3)c1	20	3	8	1	0	0	0	0.0	-1	-5
CCCCC(=O)NC(c1cccc([N+](=O)[O-])c1)c1c(OC(C)=O)ccc2ccccc12 (stereo not given)	30	19	23	-18	3	-2	1	-0.3	12	15
COCCCNCCOc1ccccc1-c1ccccc1	24	2	-5	-15	3	9	6	0.2	-15	-9
Cc1cccc(-c2noc(Cc3ccc(Cl)cc3)n2)c1	-64	18	35	-21	-3	0	0	1.9	-98	9
C#CCNC(=O)C1=C[C@@H](c2cn(C(C)=O)c3ccccc23)C[C@@H](OCc2ccc(CO)cc2)O1	18	15	-12	12	-3	0	8	-0.4	-45	1
Cc1noc(NS(=O)(=O)c2ccc(NC(=O)CS(=O)(=O)c3ccccc3)cc2)c1C	18	-1	1	-13	7	-1	0	-0.1	12	-5
Cc1ccc(OCCNC(=O)CNC(=O)c2ccc(C)cc2)cc1	10	-18	3	-2	-10	-4	-2	-0.3	14	-3
CSc1nncn1/N=C/c1ccc([N+](=O)[O-])cc1	42	6	12	-8	5	0	1	0.9	7	3
Cc1c([N+](=O)[O-])cc(C(=O)Nc2ccc(NC(=O)c3ccco3)cc2)cc1[N+](=O)[O-]	15	5	18	-8	-12	1	0	0.1	-15	-4
COC(=O)Cn1cc(C(=O)OC)c2ccccc21	4	5	-18	-21	-1	-2	2	0.1	14	2
O=C1NC(=Nc2ccccc2)SC1Cc1ccccc1 (stereo not given)	33	11	4	-24	1	-2	-1	0.2	-1	9
COC(=O)c1c(C)oc(C)c1S(=O)(=O)NC(c1ccccc1)c1ccccc1	11	2	2	-31	16	-2	-2	-0.3	1	9
CC(C)CN1C(=S)SC(C)(C)C1n1oc(=O)n(-c2ccccc2)c1=O (stereo not given)	16	10	4	-10	1	-3	-5	0.2	2	3
Cc1cc(C)cc(Nc2ccc(C(=O)O)cc2N)c1	20	4	24	-53	-17	-8	23*	0.9	-28	1
Cn1c(SCC(=O)N2CCN(c3ccccc3)CC2)nnc1-c1ccccc1	5	3	-22	-29	-3	-4	-2	0.1	4	-7
Cc1cc(C)nc(SCCC(=O)Nc2ccccc2C)n1	58	-2	7	-24	0	-4	-1	-0.5	22	2
CCCc1nnc(SCC(=O)N2C(C)CCCC2C)n1CC (stereo not given)	15	7	5	9	-7	-5	0	-0.4	6	-2
CCCN(Cc1cc2ccc(C)cc2[nH]c1=O)S(=O)(=O)c1ccccc1	9	-2	7	-83	0	4	4	0.4	-22	-1
COC(=O)c1ccccc1NC(=O)C1CCCN(S(=O)(=O)c2ccccc2)C1 (stereo not given)	18	6	29	9	-13	-1	-1	-0.3	0	3
COc1ccccc1N1CCN(CC(=O)c2c(C)n(C)c3ccccc23)CC1	17	-1	35	-17	0	2	2	-0.5	8	0
CSc1cccc(-n2cc(-c3ccc4c(c3)OCO4)[nH]c2=O)c1	28	3	21	-42	12	10	-4	3.1	-58	12
COCCNC(=S)N/N=C(\C)c1cccc(C(F)(F)F)c1	17	-8	7	-15	-2	0	-1	-0.2	40	2
COCNc1nc(OCC#N)nc(N(C)C)n1	14	3	-4	-18	-2	2	-3	-0.2	-12	-5

4 compounds drawn at random from the list so far:
SMILES	AI-2 QS mod	SKKanGAS inh	HSF-1 act	KLF5 inhibitor	Platelet DG rel	IEC-6 tox	HSP90 refold inh	HIF activator	aSyn 5UTR inh	HSF1 inhib
CC(C)CN1C(=S)SC(C)(C)C1n1oc(=O)n(-c2ccccc2)c1=O (stereo not given)	16	10	4	-10	1	-3	-5	0.2	2	3
COCNc1nc(OCC#N)nc(N(C)C)n1	14	3	-4	-18	-2	2	-3	-0.2	-12	-5
Cn1c(SCC(=O)N2CCN(c3ccccc3)CC2)nnc1-c1ccccc1	5	3	-22	-29	-3	-4	-2	0.1	4	-7
O=C1NC(=Nc2ccccc2)SC1Cc1ccccc1 (stereo not given)	33	11	4	-24	1	-2	-1	0.2	-1	9

Additional compounds follow.
SMILES	AI-2 QS mod	SKKanGAS inh	HSF-1 act	KLF5 inhibitor	Platelet DG rel	IEC-6 tox	HSP90 refold inh	HIF activator	aSyn 5UTR inh	HSF1 inhib
O=C(Nc1ccc(N2CCOCC2)cc1N1CCOCC1)c1cccc([N+](=O)[O-])c1	14	0	-2	-25	-8	-12	-2	-0.5	11	-1
COCCN1C(=O)/C(=C/c2ccc(OCc3ccc(C(=O)O)cc3)c(OC)c2)SC1=Nc1ccccc1	13	91*	1	1	-1	-2	4	0.6	2	-2
CCN(CC)CCCNC(=O)c1cn(-c2cccc(OC)c2)c(=O)c2ccccc12	8	0	-25	-48	-2	4	-1	-1.1	-4	-9
O=C(CN1CCCC1)Nc1cc(C(F)(F)F)ccc1Cl	25	2	11	4	-13	-5	7	0.5	-22	-1
CSc1cc(C)[nH]c(=O)n1	4	3	-12	10	-5	-1	3	-0.1	19	1
Cc1c([N+](=O)[O-])cc(C(=O)N2CCOCC2)cc1[N+](=O)[O-]	35	-3	-1	-22	1	1	1	0.0	5	-2
CCOCCCNC(=S)NNC(=O)CCn1nc(C)c(Br)c1C	3	5	2	-17	-2	9	1	0.0	23	7
c1ccc(Cc2nnc(Sc3ccccc3)c3ccccc23)cc1	-2	7	42	1	2	-13	1	0.2	-19	15
CCc1nc2nc(C)c(NS(=O)(=O)c3ccc(C)c(C)c3)c(=O)n2[nH]1	·	-1	12	-8	12	2	-1	-0.3	-9	0
O=C(N1CCCC1)C12CC3CC(CC(Cl)(C3)C1)C2	5	10	-20	-24	6	4	1	1.0	7	-1
